High-throughput results: PubChem, several laboratories
CCHF vOTU inh: CCHFV vOTU protease inhibitors, primary screen, biochemical, Pep-AMC substrate, fluorescence. Crimean-Congo hemorrhagic fever virus L polyprotein viral ovarian tumor (vOTU) protease …. inhibition, % at 11.5 µM. 0.55% of 370,000 active. AID 651958, 2012; in the data active means inhibition above about 30%; further: 0% = vehicle wells with enzyme and 100% = no enzyme wells
BoNT F protease: BoNT/F light chain protease inhibitors, primary screen, biochemical, flow cytometry, MLPCN library. Botulinum neurotoxin type F light chain protease (Clostridium botulinum). Multiplex microsphere protease cleavage assay. inhibition, % at 10 µM. 0.22% of 360,000 active; in the data active means inhibition above about 35%, passing the limit was not always enough; inconclusive means no clear call, values can overlap the other calls; further: plate controls were buffer without enzyme for full effect and enzyme alone for no effect
PfHsp40 yeast: rescue of yeast from PfHsp40 toxicity, primary screen, S. cerevisiae, ATP luminescence; growth rescue, % at 12.5 µM; 0.68% of 340,000 active; S. cerevisiae expressing PfHsp40, growth rescue; in the data active means growth rescue above about 28%, passing the limit was not always enough; inconclusive means no clear call, values can overlap the other calls;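 further: yeast W303a lacking pdr1 and pdr3 grown in galactose medium; growth measured after three days at 30 °C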
TcdB GH inh: TcdB glycohydrolase inhibitors, primary screen, biochemical, single point, plate reader; Toxin B (Clostridioides difficile), P18177; TcdB glycohydrolase enzymatic assay; inhibition, % at 9.99 µM; 0.24% of 350,000 active; AID 652162, 2013; in the data active means inhibition above about 10%
Yp Topo-I inh: Yersinia pestis topoisomerase I inhibitors, primary screen, biochemical, cleavage product accumulation, plate reader, single point. AID 504884, 2011. 0.064% of 360,000 active. DNA topoisomerase I (Yersinia pestis CO92). Y. pestis Topo-I cleavage product accumulation. activity, % at 10 µM; in the data active means activity above about 50%, passing the limit was not always enough; inconclusive means no clear call, values can overlap the other calls; further: inactives centre near 2
FadD28 FP inh: inhibitors of FadD28 bisubstrate probe binding, primary screen, biochemical, fluorescence polarization, single point; Mycobacterium tuberculosis FadD28 fatty-acid-AMP ligase; inhibition, % at 12.5 µM; 0.22% of 360,000 active; AID 588549, 2011; in the data active means inhibition above about 8.5%, passing the limit was not always enough; inconclusive means no clear call, values can overlap the other calls
BoNT-A LC inh2: BoNT/A light chain protease inhibitors, primary screen, biochemical, flow cytometry, MLPCN library; inhibition, % at 10 µM; 0.17% of 360,000 active; multiplex microsphere protease substrate cleavage; Botulinum neurotoxin type A light chain protease (Clostridium botulinum A str. ATCC 3502); AID 588499, 2011; further: plate controls were buffer without enzyme for full effect and enzyme alone for no effect
Anthrax LF inh2: Bacillus anthracis LF protease inhibitors, primary screen, biochemical, multiplex microsphere, MLPCN library; Lethal factor (Bacillus anthracis), P15917; multiplex microsphere protease cleavage assay; inhibition, % at 10 µM; 0.12% of 360,000 active; further: plate controls were buffer without enzyme for full effect and enzyme alone for no effect
PrPC TRFRET: inhibitors of human cell surface prion protein PrPC, primary screen, cell-based, TR-FRET; TR-FRET read-out; inhibition, % at 13.8 µM; 0.43% of 370,000 active; AID 720596, 2013; in the data active means inhibition above about 24%; further: 0% = median of the test wells and 100% = reference compound wells
Active calls of the source: *; ? = inconclusive; · = not tested or not shown; & = joins results of further samples. Unless noted, no stated cut-off is given here; in the data, active means inhibition above about 30%; inconclusive means no clear call, values can overlap the other calls; inactive means below that.

SMILES	CCHF vOTU inh	BoNT F protease	PfHsp40 yeast	TcdB GH inh	Yp Topo-I inh	FadD28 FP inh	BoNT-A LC inh2	Anthrax LF inh2	PrPC TRFRET
Cc1c(NC(=O)c2cccc(NC(=O)Cc3c(F)cccc3Cl)c2)c(=O)n(-c2ccccc2)n1C	-2	-2	-0.5	1.1	-1	-2.1	-0.3	-3	-7
CN(C)S(=O)(=O)c1cccc(NC(=O)c2cccc(NS(=O)(=O)c3ccccc3)c2)c1	-1	19	0.1	0.4	7	-7.9	0.9	10	5
O=C(C[C@H]1C[C@H]2c3cc(NC(=O)CC4CC4)ccc3O[C@H]2[C@H](CO)O1)NCc1ccccc1F	-11	-2	·	0.7&1.3	-7	-1.1	-1.1	-2	-8
CCN(CC)C(=O)c1sc(NC(=O)c2ccncc2)c(C(=O)OC)c1C	-9	-1	-1.3	·	-5	-1.4	0.0	-1	9
CC1CCN(C(=O)COc2ccccc2F)CC1	-2	-13	-1.1	·	6	-0.5	0.4	-3	-4
CCc1ccc(CN2CCC(n3nccc3NC(=O)c3ccccc3OC)CC2)o1	-2	-4	·	-0.9	19	-3.0	0.1	1	-13
C[C@H](CO)N1C[C@H](C)[C@H](CN(C)C(=O)c2ccc3ccn(C)c3c2)OCc2cnnn2CCCC1=O	0	-6	·	-1.2&0.4	-1	-1.2	-0.3	-2	-6
CN(Cc1ccccc1)c1ccc(C(CC(N)=O)NC(=O)c2ccccc2)cc1[N+](=O)[O-] (stereo not given)	4	-4	1.3	-1.4	21	4.8	-0.7	2	-2
O=C(CC(=O)N/N=C\c1ccccc1[N+](=O)[O-])NCCc1ccccc1	-11	-3	-0.9	1.1	2	-2.6	-0.8	-1	-23
O=C(Nc1cccc(Br)c1)c1ccc(CN2CCc3ccccc3C2)cc1	14	?	2.5	0.1	1	-2.3	-2.8	-8	12
COc1cc(-c2nnc(-c3ccncc3)o2)ccc1OCc1ccccc1	-2	4	0.8	·	1	-1.5	0.0	-1	2
O=C(c1ccc(Cn2c(=O)[nH]c3ccccc3c2=O)cc1)N1CCN(c2ccc(Cl)cc2)CC1	5	5	2.5	·	26	-3.8	0.2	-3	-5
CCc1ccc(N2C(=O)C3ON(c4ccccc4)C(c4ccco4)C3C2=O)cc1 (stereo not given)	8	9	0.9	·	6	-5.3	0.8	2	0
CC1CC(C)CN(S(=O)(=O)c2cc3c4c(c2)CCN4C(=O)CC3)C1 (stereo not given)	-8	-2	-0.4	2.0	5	-0.3	-0.6	-4	1
O=C(c1cccc2ccccc12)N1CCCCC1	-4	-22	-0.1	0.2	11	-2.1	-0.5	2	12
Cc1ccsc1C(=O)OCC(=O)N1CCN(C(=O)c2ccco2)CC1	19	4	-1.0	-0.2	-3	-3.3	0.7	-1	7
O=C(/C=C/c1ccccc1O)c1ccccc1	-2	-3	0.9	-0.1	2	-2.0	-0.5	-3	8
O=S(=O)(NCc1ccccc1)c1ccc(S(=O)(=O)NCC2CCCO2)cc1 (stereo not given)	0	-3	-0.6	0.9	-7	-0.6	0.7	-7	3
COC(=O)N1C(=O)[C@](c2ccccc2)(C(C)C)N1C(=O)OC	-6	-4	-0.4	0.5	3	-3.8	-0.5	-3	2
CCN(C(=O)Cn1c(=O)n(Cc2ccccc2)c(=O)c2ccccc21)c1cccc(C)c1	-5	7	0.8	·	32	-1.3	-0.4	-8	11
COC(=O)C1OC2(OC1C(=O)OC)c1ccccc1-c1ccccc12 (stereo not given)	12	8	0.2	·	-1	-2.8	-0.6	-3	7
Cc1cccc(NC(=O)c2ccc(S(=O)(=O)N3CCCCCC3)cc2)n1	1	-126	-0.1	0.0	10	-0.4	-100	-15	11
Oc1ccc(-n2cccc2/C=N/n2cnnc2)cc1	12	-7	0.7	-0.2	4	-1.8	-1.7	-10	3
O=C1c2[nH]nc(-c3ccccc3O)c2C(c2ccccc2)N1Cc1ccco1 (stereo not given)	-1	-13	-0.5	·	1	-15	-1.4	-8	0
COc1ccc(-c2csc(NC(=O)c3ccccc3S(C)(=O)=O)n2)cc1	-6	2	2.4	0.6	12	-2.0	-0.2	-1	4
CC(=O)c1ccc(NC(=O)CCc2c(C)nc3ncnn3c2C)cc1	-2	-2	1.0	·	-6	-3.7	-0.4	0	0
O=C(Nc1cccc(S(=O)(=O)N2CCCC2)c1)c1cncc(Br)c1	6	-1	0.5	1.0	9	-2.1	-0.2	-2	-4
Cc1cc2ncc(-c3cccs3)nc2cc1C	-40	28	2.4	1.7	-5	-3.0	1.7	-12	4
CC1(c2cccc(Br)c2)NC(=O)N(CC(=O)Nc2cccnc2Cl)C1=O (stereo not given)	1	11	-1.2	-1.6	-7	-2.0	2.5	-2	5
CSc1ccc(C2=CC(=O)C[C@H](c3ccc4c(c3)OCO4)C2)cc1	4	-8	18	0.4	1	-1.3	0.5	3	0
O=C(O)C1C2C=CC(C2)C1C(=O)Nc1cccc(C(F)(F)F)c1 (stereo not given)	20	50*	0.9	0.4	6	0.2	2.8	2	-1
COc1ccccc1C(=O)COC(=O)c1cc(S(=O)(=O)N2CCCCC2)ccc1N1CCOCC1	13	-5	15	-0.2	22	0.4	-4.3	2	-3
Cc1ccc(C(=O)N(CC(C)C)c2nc3ccccc3s2)o1	0	-24	1.8	3.6	4	·	0.7	-12	-4
CC(=O)c1ccc(Nc2nc(C(N)Cc3ccc(Cl)cc3)cs2)cc1 (stereo not given)	16	-21	·	1.0	-14	-2.2	-0.1	-2	3
CCN(CC)C(=O)Cn1c(=O)c2ccccc2n2c(=S)sc(-c3cccc(C)c3)c12	-9	14	-0.9	-0.3	-4	-2.2	25	9	4
CCOC(=O)/C(C#N)=C\c1ccc(OCC(=O)Nc2ccc(C)cc2C)c(OC)c1	7	-7	-0.3	·	6	-0.9	-0.2	4	-2
CC(=O)CSc1nsc(SCC(C)=O)c1C#N	7	-13	8.4	·	5	-18	7.4	9	1
COCCn1c(=O)[nH]c2cc(C(=O)NCCN3CCN(c4cccc(Cl)c4)CC3)ccc2c1=O	-43	-11	0.5	·	10	-5.2	0.0	2	-6
CCCNC(=S)N(Cc1cc2cc(C)ccc2n2nnnc12)CC(C)(C)CN(C)C	-7	-40	-2.2	1.7	0	-3.4	-3.3	-11	5
Cc1cc(C)cc(OCC(=O)NC2=NCCS2)c1	-15	-10	0.3	·	3	0.3	0.1	-1	-1
C[C@H](CO)N1C[C@H](C)[C@@H](CN(C)C)Oc2c(NS(=O)(=O)c3cn(C)cn3)cccc2C1=O	1	-6	0.0	-0.5&1.1	5	1.4	-0.3	3	-4
CCOc1ccccc1Nc1nnc(SC(C)C(=O)Nc2nc(-c3ccccc3)cs2)s1 (stereo not given)	7	0	-0.3	·	5	0.2	-0.6	-2	-8
O=C(O)C1CCCC[C@H]1C(=O)Nc1ncc([N+](=O)[O-])s1 (stereo not given in full)	6	-6	-0.4	-1.0	-1	-0.8	0.5	-3	-42
CCNC(=O)c1nc[nH]c1C(=O)NCC	4	11	-0.3	·	8	-1.5	0.7	-4	-1
CCCN(CC(=O)Nc1ccccc1C)C(=O)C1CCN(S(=O)(=O)c2ccc3c(c2)OCCO3)CC1	35*	3	1.6	3.1	25	-0.8	-0.6	-4	-6
CCn1c(SCC(=O)Nc2cc(NC(C)=O)ccc2OC)nnc1-c1ccccn1	-5	-6	5.8	·	1	-0.8	0.3	2	-6
Clc1c(CSc2nc3ccccc3o2)nc2ccccn12	0	3	4.4	·	0	-2.1	0.5	-1	7
Cc1ccc(C(=O)N(C)c2nnc(-c3ccncc3)s2)cc1	-13	-3	-0.3	1.0	-2	-0.7	-0.4	-6	2
O=C(Nc1cccc(Cl)c1N1CCCCC1)c1ccc2c(c1)OCCO2	-15	0	-0.7	·	3	-2.7	-0.2	0	3
N#CC(C(=O)C1CCCCC1)c1nc2ccccc2[nH]1 (stereo not given)	1	-5	-0.2	·	-7	-2.3	0.1	1	15
Nn1c(SCC(=O)Nc2cccc(F)c2)nnc1C1CCCCC1	-8	4	-0.1	·	0	0.0	1.0	-3	-6
CCC1(c2ccc(F)cc2)NC(=O)N(CC(=O)N2CC(=O)Nc3ccccc32)C1=O (stereo not given)	-2	7	-0.6	1.8	6	-3.9	2.1	0	-8
Cc1c(C(=O)NCc2ccc(Cl)c(Cl)c2)sc(=O)n1Cc1ccc(S(C)(=O)=O)cc1	-1	-10	·	0.3	27	-22	-0.4	4	20
CCOC(=O)c1ccc(NC(=O)c2cccc(S(=O)(=O)N3CCN(C(C)=O)CC3)c2)cc1	8	24	1.2	-0.3	18	-1.9	0.7	-6	9
COc1ccccc1-n1c(SC)nc(O)cc1=O	9	1	0.1	2.5	-4	-2.4	-0.2	2	0
O=C(CSCc1ccc(F)cc1)NCc1ccc2c(c1)OCO2	-9	0	1.0	2.0	0	-1.5	-0.2	0	5
O=c1c2cc(-c3ccccc3)sc2nc2n1N=C(c1ccccc1)CS2	5	?	-0.7	-0.2	0	-2.2	?	-8	-3
COc1cc(Br)cc2cc(C(=O)N3CCN(c4ccccn4)CC3)c(=O)oc12	1	-1	1.7	·	-2	-3.0	-0.9	0	5
Cc1cc(C)c2nc(NC(=O)c3ccc([N+](=O)[O-])o3)sc2c1	-8	?	-2.8	0.6	-7	-0.4	-0.7	11	2
CCc1cc2c(=O)c(-c3nc4ccccc4n3C)coc2c(CN2CCCC(C)C2)c1O (stereo not given)	-14	7	1.9	-11	0	-0.2	-0.2	19	-4
New compounds follow:
SMILES	CCHF vOTU inh	BoNT F protease	PfHsp40 yeast	TcdB GH inh	Yp Topo-I inh	FadD28 FP inh	BoNT-A LC inh2	Anthrax LF inh2	PrPC TRFRET
NC(=O)c1cc2ccccc2o/c1=N\NC(=O)c1ccccc1O	1	-13	-0.9	-6.2	4	2.0	0.8	-3	1
O=C(C1CCN(Cc2ccc(F)cc2)CC1)N(CCc1ccccc1)Cc1ccccc1	3	12	-0.2	·	40	-1.3	0.2	1	-2
CC(OC(=O)C1CCCC1)C(=O)Nc1ncc(Cl)cc1Cl (stereo not given)	1	-9	-2.3	3.0	2	-0.8	-0.1	2	2
Cn1cc2c(=O)n(/N=C/c3ccccc3)cnc2n1	-6	-4	-0.2	0.6	-5	-0.4	-0.6	-2	-8
CN(C)C=Nc1ccc([N+](=O)[O-])c2ccccc12	16	8	·	2.9	2	0.4	10	16	-35
CCOC(=O)Cc1ccc(Nc2nc3cc(-c4ccccc4C)sc3c(=O)n2C)cc1	15	-3	·	-1.3	24	-1.8	-0.1	-8	3

One compound at a time, as listed above.
NC(=O)c1cc2ccccc2o/c1=N\NC(=O)c1ccccc1O is listed as CCHF vOTU inh: 1; BoNT F protease: -13; PfHsp40 yeast: -0.9; TcdB GH inh: -6.2; Yp Topo-I inh: 4; FadD28 FP inh: 2.0; BoNT-A LC inh2: 0.8; Anthrax LF inh2: -3; PrPC TRFRET: 1
CC(OC(=O)C1CCCC1)C(=O)Nc1ncc(Cl)cc1Cl (stereo not given) is listed as CCHF vOTU inh: 1; BoNT F protease: -9; PfHsp40 yeast: -2.3; TcdB GH inh: 3.0; Yp Topo-I inh: 2; FadD28 FP inh: -0.8; BoNT-A LC inh2: -0.1; Anthrax LF inh2: 2; PrPC TRFRET: 2

Molecules shown so far with a cyano group, in the order listed:
SMILES	CCHF vOTU inh	BoNT F protease	PfHsp40 yeast	TcdB GH inh	Yp Topo-I inh	FadD28 FP inh	BoNT-A LC inh2	Anthrax LF inh2	PrPC TRFRET
CCOC(=O)/C(C#N)=C\c1ccc(OCC(=O)Nc2ccc(C)cc2C)c(OC)c1	7	-7	-0.3	·	6	-0.9	-0.2	4	-2
CC(=O)CSc1nsc(SCC(C)=O)c1C#N	7	-13	8.4	·	5	-18	7.4	9	1
N#CC(C(=O)C1CCCCC1)c1nc2ccccc2[nH]1 (stereo not given)	1	-5	-0.2	·	-7	-2.3	0.1	1	15
